Assay outcomes (PubChem)
TRPML3 ag – activates the human TRPML3 channel. AID 1448. activation, % at 3 µM. HEK293 TRPML3-YFP, Fluo-8 calcium fluorescence; 100% = the carbachol control signal. Q8TDD5. 0.29% of 220,000 active;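 active = activation above its plate's cutoff, the mean activation of the plate's test wells plus 3 SD, cut at about 12% in these data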;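 note: 0% = DMSO only wells and 100% = carbachol wells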
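Test system: HEK293 cells stably carrying human TRPML3-YFP; Doses: single dose, 3 µM final nominal compound, 0.3% DMSO final; Schedule: dye loading 1 h 37 °C then 30 min ambient, 125 s read; Technique: Fluo-8 calcium fluorescence; Benchmarks: high control carbachol 87 µM, low control DMSO.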
PPC-1+TRAIL kill – PPC-1 cancer cell killing with TRAIL present; PPC-1 cells + TRAIL, ATPLite viability luminescence; cell killing (% activity), % at 4 µM; 0.41% of 220,000 active;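 active = cell killing above 50% in the first pass at 4 µM, then a duplicate retest at 5 µM averaging 50% or more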;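 note: plate controls were cells with TRAIL plus DMSO for no effect and medium-only wells lacking cells for full effect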
CHOP inh – blocks CHOP induction under ER stress | CHO-K1 CHOP-promoter luciferase, tunicamycin-induced, 15-18 h | inhibition, % at 10 µM | 3.8% of 220,000 active;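 active = compounds that reduced the stress-induced luciferase reporter signal by more than about 70% of percent inhibition, limit read from the data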;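 note: 0% = tunicamycin plus vehicle and 100% = wells without tunicamycin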
NPY Y1 blocker – blocks the human neuropeptide Y Y1 receptor. P25929. HEK293-CNG Y1 cells, membrane potential fluorescence; NPY at EC95, then isoproterenol. inhibition, % at 3.6 µM. 1% of 200,000 active. AID 1040;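 active = inhibition above the campaign mean inhibition of all tested compounds plus 3 SD, cut at about 20% in these data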;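 note: 0% = DMSO wells given NPY plus isoproterenol and 100% = isoproterenol alone without NPY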
Target sequence (P25929 whole entry, looked up): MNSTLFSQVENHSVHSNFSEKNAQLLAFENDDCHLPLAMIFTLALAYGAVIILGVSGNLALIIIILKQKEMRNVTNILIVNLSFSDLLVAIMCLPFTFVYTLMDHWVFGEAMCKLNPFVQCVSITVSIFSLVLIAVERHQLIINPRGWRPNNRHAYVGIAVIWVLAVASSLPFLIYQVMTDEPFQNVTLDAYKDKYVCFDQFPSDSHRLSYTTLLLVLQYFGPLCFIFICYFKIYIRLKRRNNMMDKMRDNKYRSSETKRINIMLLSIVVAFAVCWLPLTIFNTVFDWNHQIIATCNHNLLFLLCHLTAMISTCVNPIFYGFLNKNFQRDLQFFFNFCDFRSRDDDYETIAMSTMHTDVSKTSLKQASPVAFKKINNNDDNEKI
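Assay system: HEK293 cells with Y1 receptor plus CNG channel | Probe or stimulus: NPY (25 nM), isoproterenol (1 µM), Ro 20-1724 (25 µM) | Timing: Compound incubation 1 h at room temperature, readout 45 min post-stimulation | Measured by: Membrane-potential fluorescent dye readout | Benchmarks: High control isoproterenol alone, low control NPY with isoproterenol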
PGE2 EP2 inh – EP2 receptor (human) inhibition; C6 glioma cells expressing human EP2, cAMP TR-FRET; cells stimulated with saturating PGE2; P43116; 0.52% of 260,000 active; inhibition, % at 25 µM;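 active = percent inhibition above 40 after rounding to a whole number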;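 note: rat C6 glioma host cells with rolipram phosphodiesterase inhibitor present; the protocol text gives 20 µM as final concentration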
Target sequence (P43116 whole entry, looked up): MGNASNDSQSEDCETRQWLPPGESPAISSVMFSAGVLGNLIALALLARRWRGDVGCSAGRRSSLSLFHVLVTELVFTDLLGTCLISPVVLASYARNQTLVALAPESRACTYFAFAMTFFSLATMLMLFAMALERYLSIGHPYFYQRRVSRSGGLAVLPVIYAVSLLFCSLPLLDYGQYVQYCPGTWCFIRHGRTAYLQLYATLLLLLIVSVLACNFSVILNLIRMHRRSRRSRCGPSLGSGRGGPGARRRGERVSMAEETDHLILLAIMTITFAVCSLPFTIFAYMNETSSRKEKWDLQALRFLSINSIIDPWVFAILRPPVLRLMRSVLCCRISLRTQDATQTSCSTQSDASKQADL
zfTRPN1 agonist – zebrafish TRPN1 (NompC) channel agonism; HEK293 zebrafish TRPN1-YFP, Fluo-8 calcium fluorescence; 100% = response to 87 µM carbachol; activation, % at 3 µM; 0.18% of 220,000 active;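 active = activation above its plate's cutoff, the mean activation of test wells on that plate plus 3 SD, cut at about 19% in these data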;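 note: 0% = DMSO alone and 100% = 87 µM carbachol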
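Material: zebrafish TRPN1-YFP in HEK293 cells; Doses: single test compound dose, 3 µM nominal, 0.3% DMSO; Timing: dye loading 1 h at 37 °C, then 30 min room temperature; Technique: intracellular calcium fluorescence with Fluo-8; Benchmarks: high carbachol 87 µM, low DMSO alone.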
EP2 modulator – modulates human prostaglandin E2 receptor EP2 signaling; EP2-expressing cells, cAMP HTRF FRET, PGE2 co-stimulation; P43116; 0.83% of 260,000 active; induction, % at 25 µM;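 active = compounds whose cAMP rise, as percent of the full-agonist control response, exceeds 60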;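 note: rat C6 glioma line stably carrying human EP2 under a CMV promoter; the protocol text gives 20 µM as final concentration; 100% = response of wells given 1 µM PGE2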
NPY1 pot ag – human NPY-Y1 potentiation or agonism, primary screen; AID 1304; P25929; 0.37% of 220,000 active; NPY-Y1 expressing cells, potentiator/agonist activation; activation, % at 3.6 µM; in the data active = activation above about 33%, passing the limit was not always enough;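 note: cells stimulated with NPY at EC10 then isoproterenol at EC100; 0% = low agonist plus stimulus and 100% = saturating agonist plus stimulus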
14-3-3 Bad PPI – disrupts binding of bovine 14-3-3 zeta to phospho-Bad peptide; P63103; 0.71% of 220,000 active; TR-FRET 14-3-3zeta/Dy647-pBad peptide displacement, 1 h; inhibition, % at 21.7 µM; AID 781;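 active = inhibition above about 70%, limit read from the data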;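 note: 0% = full 14-3-3 plus peptide FRET controls and 100% = background without 14-3-3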
Target sequence (P63103 whole entry, looked up): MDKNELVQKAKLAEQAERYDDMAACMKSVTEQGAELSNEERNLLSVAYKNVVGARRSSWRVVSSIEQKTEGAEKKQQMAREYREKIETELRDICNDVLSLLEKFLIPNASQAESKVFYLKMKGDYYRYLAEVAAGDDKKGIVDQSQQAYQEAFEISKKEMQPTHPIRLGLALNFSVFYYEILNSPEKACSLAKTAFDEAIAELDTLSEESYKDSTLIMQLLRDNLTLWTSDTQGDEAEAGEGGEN
* = called active by the depositor; & = joins results of further samples; [ ] = dose if it differs, or a comment.

Results for CC(C)COc1ccc(/C(O)=C2/C(=O)C(=O)N(CCN(C)C)C2c2ccncc2)cc1 (configuration not stated) ?
TRPML3 ag: 0.6; PPC-1+TRAIL kill: -2.9; CHOP inh: 2.1; NPY Y1 blocker: 6.1; PGE2 EP2 inh: 13.3; zfTRPN1 agonist: 1.1; EP2 modulator: 17.2; NPY1 pot ag: 3.2; 14-3-3 Bad PPI: 1.5

Results for CC(C)(C)NC(=O)CSc1nsc(SCC(=O)NC(C)(C)C)c1C#N ?
TRPML3 ag: -0.4; PPC-1+TRAIL kill: 8.6; CHOP inh: 19.8; NPY Y1 blocker: -3.0; PGE2 EP2 inh: 6.2; zfTRPN1 agonist: 1.6; EP2 modulator: -13.3; NPY1 pot ag: -4.4; 14-3-3 Bad PPI: 1.4

Results for COc1cc(NC(=S)NN2CCOCC2)cc(OC)c1 ?
TRPML3 ag: 0.2; NPY Y1 blocker: 4.2; PGE2 EP2 inh: 5.7; zfTRPN1 agonist: 0.6; NPY1 pot ag: -6.7

How did COc1cc(OC)cc(C(=O)Nn2cnnc2)c1 do in these assays?
TRPML3 ag: 1.1; PPC-1+TRAIL kill: 2.8; CHOP inh: 14.0; PGE2 EP2 inh: 7.9; zfTRPN1 agonist: 0.7; EP2 modulator: 17.6; NPY1 pot ag: 14.8; 14-3-3 Bad PPI: -3.6

What do the screens show for `CC(CCc1ccccc1)NC(=O)c1nnc(Cc2ccc(F)cc2)o1` (configuration not stated)?
TRPML3 ag: -0.1; PPC-1+TRAIL kill: 20.5; CHOP inh: 7.4; NPY Y1 blocker: 4.1; PGE2 EP2 inh: 3.6; zfTRPN1 agonist: 0.0; EP2 modulator: 6.5; NPY1 pot ag: 0.8; 14-3-3 Bad PPI: 1.5[fluorescence artefact?]

How did CC(O)[C@H]1CNC(=O)C(=O)N1CCc1cccc2ccccc12 (some centres not stated) do in these assays?
PPC-1+TRAIL kill: -9.4; CHOP inh: -3.2; PGE2 EP2 inh: 14.0; EP2 modulator: 17.6; 14-3-3 Bad PPI: -3.2

Results for CC(CCc1ccccc1)NC(=O)Cc1ccc([N+](=O)[O-])cc1 (configuration not stated) ?
TRPML3 ag: -0.1; PPC-1+TRAIL kill: 6.0; CHOP inh: 27.0; NPY Y1 blocker: 5.9; PGE2 EP2 inh: 2.0; zfTRPN1 agonist: -2.5; EP2 modulator: -2.1; NPY1 pot ag: 17.3; 14-3-3 Bad PPI: -33.6[fluorescence artefact?]

What do the screens show for `COc1ccccc1C1C([N+](=O)[O-])=CC([N+](=O)[O-])=CN1C` (configuration not stated)?
TRPML3 ag: 0.8; PPC-1+TRAIL kill: 21.0; CHOP inh: 43.5; NPY Y1 blocker: 4.4; PGE2 EP2 inh: 4.3; zfTRPN1 agonist: -0.1; EP2 modulator: 12.7; NPY1 pot ag: 1.8; 14-3-3 Bad PPI: -6.9

What do the screens show for `COc1ccc(-c2[nH]ncc2CN2CCCC(C(=O)c3ccc(OC)cc3OC)C2)cc1` (configuration not stated)?
TRPML3 ag: 0.9; PPC-1+TRAIL kill: 6.3; CHOP inh: 41.5; NPY Y1 blocker: -0.3; PGE2 EP2 inh: 6.2; zfTRPN1 agonist: 0.3; EP2 modulator: -20.2; NPY1 pot ag: -5.5; 14-3-3 Bad PPI: -0.1

How did COC(=O)[C@@H](NC(=O)O[C@@H]1C(=O)c2cc(Br)ccc2O[C@H]1c1cccc(OC)c1)C(C)C do in these assays?
TRPML3 ag: 1.1; PPC-1+TRAIL kill: -6.4; CHOP inh: 15.6; NPY Y1 blocker: 11.2; zfTRPN1 agonist: 0.9; EP2 modulator: 33.1; NPY1 pot ag: -42.1; 14-3-3 Bad PPI: 4.0[fluorescence artefact?]

Results for Cc1ccc(/C=[N+](/C)[O-])cc1 ?
TRPML3 ag: 0.3; PPC-1+TRAIL kill: 19.6; CHOP inh: 4.4; NPY Y1 blocker: 4.1; PGE2 EP2 inh: 4.4; zfTRPN1 agonist: 0.3; EP2 modulator: -9.8; NPY1 pot ag: -1.4; 14-3-3 Bad PPI: -4.3

What do the screens show for `CCOC(=O)c1[nH]c(C)c(CN(CCc2ccccc2)S(C)(=O)=O)c1C`?
TRPML3 ag: -0.6; PPC-1+TRAIL kill: 5.9; CHOP inh: -13.3; NPY Y1 blocker: 3.1; PGE2 EP2 inh: 9.2; zfTRPN1 agonist: -0.1; EP2 modulator: 9.2; NPY1 pot ag: 4.4; 14-3-3 Bad PPI: 6.7[fluorescence artefact?]

Results for COc1ccc(-c2ncncc2-c2csc(C)n2)c(O)c1 ?
TRPML3 ag: 0.8; PPC-1+TRAIL kill: 16.9; CHOP inh: 21.3; NPY Y1 blocker: 2.4; PGE2 EP2 inh: 7.2; zfTRPN1 agonist: -0.8; EP2 modulator: -10.2; NPY1 pot ag: -0.1; 14-3-3 Bad PPI: 12.6

What do the screens show for `COc1ccc(Cl)c(Cn2c(NCc3ccco3)nc3c2c(=O)n(C)c(=O)n3C)c1`?
TRPML3 ag: -1.0; PPC-1+TRAIL kill: 23.6; CHOP inh: 18.8; NPY Y1 blocker: 9.3; PGE2 EP2 inh: 23.2; zfTRPN1 agonist: -2.4; EP2 modulator: 17.3; NPY1 pot ag: -27.0; 14-3-3 Bad PPI: -23.4

Results for COc1ccc2c(c1)CC(C1(O)C(=O)Nc3ccccc31)C2=O (configuration not stated) ?
TRPML3 ag: -0.1; PPC-1+TRAIL kill: -12.8; CHOP inh: 25.6; NPY Y1 blocker: -4.4; PGE2 EP2 inh: 2.1&10.7; zfTRPN1 agonist: 0.9; EP2 modulator: 14.9&-30.8; NPY1 pot ag: 14.0; 14-3-3 Bad PPI: -3.5

How did Cc1cc(C(=O)N2CCN(C(=O)C3CCCO3)CC2)no1 (configuration not stated) do in these assays?
TRPML3 ag: -0.3; PPC-1+TRAIL kill: 19.9; CHOP inh: -27.8; NPY Y1 blocker: 0.7; PGE2 EP2 inh: 6.1; zfTRPN1 agonist: 0.0; EP2 modulator: 8.0; NPY1 pot ag: -1.8; 14-3-3 Bad PPI: -3.2

What do the screens show for `COc1ccc(C(=O)NC(=S)Nc2ccc(N3CCN(C(C)=O)CC3)cc2)cc1[N+](=O)[O-]`?
TRPML3 ag: 0.2; PPC-1+TRAIL kill: 4.8; CHOP inh: -19.5; PGE2 EP2 inh: 6.9; zfTRPN1 agonist: 3.2; EP2 modulator: -30.1; NPY1 pot ag: -9.7; 14-3-3 Bad PPI: -6.4

What do the screens show for `CCOC(=O)c1cc2sc(C)cc2n1CC(=O)N1CCc2ccccc21`?
TRPML3 ag: 0.7; PPC-1+TRAIL kill: 17.2; CHOP inh: 67.4; NPY Y1 blocker: -1.8; PGE2 EP2 inh: 7.8; zfTRPN1 agonist: -0.2; EP2 modulator: 14.4; NPY1 pot ag: -1.0; 14-3-3 Bad PPI: -4.5

Results for CCC(=O)N1CCCn2c1nc1ccccc12 ?
TRPML3 ag: 1.0; PPC-1+TRAIL kill: 14.8; CHOP inh: 42.4; NPY Y1 blocker: -0.4; PGE2 EP2 inh: 10.4&-3.3; zfTRPN1 agonist: 2.5; EP2 modulator: 3.4&19.2; NPY1 pot ag: -9.6; 14-3-3 Bad PPI: -3.4

What do the screens show for `Cc1cccc(-c2nc(CSc3nc4c(c(=O)[nH]3)CCC4)c(C)o2)c1`?
TRPML3 ag: -0.5; PPC-1+TRAIL kill: -1.7; CHOP inh: 3.4; NPY Y1 blocker: -1.6; PGE2 EP2 inh: 7.8; zfTRPN1 agonist: -0.9; EP2 modulator: 26.5; NPY1 pot ag: 11.1; 14-3-3 Bad PPI: -0.4[fluorescence artefact?]

Results for CCC(C)NC(=S)Nc1ccccc1 (configuration not stated) ?
TRPML3 ag: 1.3; PPC-1+TRAIL kill: 16.7; CHOP inh: -7.0; PGE2 EP2 inh: 2.5; zfTRPN1 agonist: 2.2; EP2 modulator: -3.7; NPY1 pot ag: 4.9; 14-3-3 Bad PPI: -3.9

How did O=C(Nc1ccccc1CC[N+](=O)[O-])N1CCN(c2ccccc2)CC1 do in these assays?
TRPML3 ag: -0.2; PPC-1+TRAIL kill: 15.8; CHOP inh: 15.3; NPY Y1 blocker: 9.6; PGE2 EP2 inh: 11.2; zfTRPN1 agonist: -0.7; EP2 modulator: 29.6; NPY1 pot ag: 11.5; 14-3-3 Bad PPI: -22.1

What do the screens show for `COc1c(C)cc(Br)cc1C(=O)Nc1ccccc1N1CCN(C(=O)c2ccccc2)CC1`?
TRPML3 ag: 0.7; PPC-1+TRAIL kill: 26.0; CHOP inh: 1.1; NPY Y1 blocker: 8.7; PGE2 EP2 inh: 9.2; zfTRPN1 agonist: 0.7; EP2 modulator: 16.1; NPY1 pot ag: 2.7; 14-3-3 Bad PPI: -3.8

What do the screens show for `Cc1ccc(S(=O)(=O)/N=C(\Nc2cccc(C)c2)Nc2nc(C)cc(C)n2)cc1`?
TRPML3 ag: 0.3; PPC-1+TRAIL kill: 5.5; CHOP inh: 2.3; NPY Y1 blocker: 10.5; PGE2 EP2 inh: 2.3; zfTRPN1 agonist: 1.1; EP2 modulator: 17.3; NPY1 pot ag: 7.2; 14-3-3 Bad PPI: -4.1

Results for Cc1c(C(=O)OC2CCCCC2)[nH]c2c1C(=O)CC(C)(C)C2 ?
TRPML3 ag: 0.8; PPC-1+TRAIL kill: -4.3; CHOP inh: 38.7; NPY Y1 blocker: 3.2; PGE2 EP2 inh: 12.0; zfTRPN1 agonist: 1.5; EP2 modulator: -6.8; NPY1 pot ag: -22.7; 14-3-3 Bad PPI: -13.0

What do the screens show for `CCN1CCN(C(=S)Nc2ccc3nc(N4CCN(CC)CC4)cc(C)c3c2)CC1`?
TRPML3 ag: 0.8; PPC-1+TRAIL kill: 0.0; CHOP inh: -1.0; NPY Y1 blocker: 7.6; PGE2 EP2 inh: 9.9; zfTRPN1 agonist: -0.5; EP2 modulator: -6.4; NPY1 pot ag: 9.7; 14-3-3 Bad PPI: 2.1

What do the screens show for `Cc1nc2ncnn2c(C)c1Cc1ccc(Cl)cc1`?
TRPML3 ag: 0.3; PPC-1+TRAIL kill: 32.3; CHOP inh: 0.5; NPY Y1 blocker: 5.2; PGE2 EP2 inh: 25.4; zfTRPN1 agonist: 0.6; EP2 modulator: 3.4; NPY1 pot ag: 9.3; 14-3-3 Bad PPI: 4.5

This is a subset. The share of hits here may be higher or lower than overall.
